PRMT1 FP inh – PRMT1 (human) inhibition, primary screen | AID 652257 | inhibition, % at 2.79 µM | 370,000 compounds, 1.3% hits | Q99873 | recombinant PRMT1, activity-based probe fluorescence polarization;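 active = inhibition above about 21% made by adding two undisclosed values, limit read from the data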
TCR-CD3 inh – inhibitors of human TCR-CD3 interaction; TAMRA-labeled TCR probe fluorescence, biochemical; inhibition, % at 9.4 µM; 360,000 compounds, 0.37% hits; AID 651800; in the data active = inhibition above about 19%;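 note: recombinant mutant TCR 2C K166C tagged with TAMRA read by polarization; 0% = receptor in buffer alone and 100% = receptor with positive control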
Rev-erbA mod – modulators of human Rev-erb alpha DNA binding; P20393; Rev-erbα–FITC-DNA binding, fluorescence polarization, 90 min; activity, % at 10 µM; 370,000 compounds, 0.79% hits; AID 1259318;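 active = activity above about 14%, limit read from the data; passing the limit was not always enough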;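 note: 0% = DMSO wells with 35 nM protein and 100% = DMSO wells with 750 nM protein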
HTRA1 inh – blocks human HTRA1 serine peptidase; inhibition, % at 5.96 µM; Q92743; 340,000 compounds, 0.5% hits; recombinant HTRA1, FP-rhodamine activity-based probe, fluorescence polarization; in the data active = inhibition above about 36%;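 note: 0% = enzyme with DMSO and 100% = wells lacking enzyme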
Target sequence (Q92743 whole entry, looked up): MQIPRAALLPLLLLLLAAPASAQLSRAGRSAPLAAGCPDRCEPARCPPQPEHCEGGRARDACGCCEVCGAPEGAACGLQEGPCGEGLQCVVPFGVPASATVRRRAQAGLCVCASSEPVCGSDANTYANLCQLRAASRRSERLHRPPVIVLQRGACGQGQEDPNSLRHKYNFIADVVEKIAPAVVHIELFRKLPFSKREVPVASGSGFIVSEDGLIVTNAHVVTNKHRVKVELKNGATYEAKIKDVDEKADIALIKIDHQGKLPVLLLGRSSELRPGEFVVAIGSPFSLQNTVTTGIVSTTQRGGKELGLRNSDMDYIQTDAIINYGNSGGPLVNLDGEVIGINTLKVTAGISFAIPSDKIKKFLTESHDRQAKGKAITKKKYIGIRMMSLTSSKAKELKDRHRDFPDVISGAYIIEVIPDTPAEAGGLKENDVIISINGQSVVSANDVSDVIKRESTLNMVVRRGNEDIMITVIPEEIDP
LEDGF integ inh – blocks HIV-1 LEDGF/p75-dependent DNA integration. TR-FRET IN-LEDGF/p75 DNA integration, Eu/Cy5. inhibition, % at 3.7 µM. 370,000 compounds, 0.64% hits;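 active = inhibition above the screen-wide mean plus 3 SD, cut at about 13% in these data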;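 note: signal is the Cy5 over europium emission ratio at 671 and 618 nm; 0% = plate median of compound wells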
mABHD4 FP – inhibitors of mouse ABHD4 | Q8VD66 | purified mABHD4, FP-Rh probe fluorescence polarization | inhibition, % at 8.92 µM | 370,000 compounds, 0.54% hits | AID 720543;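 active = inhibition exceeding the mean over every tested compound plus 3 SD, cut at about 30% in these data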;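 note: 0% = plate median of compound wells and 100% = S159A mutant with DMSO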
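assay system = mABHD4 protein | compound dosing = single nominal dose of 8.92 µM, 0.89% DMSO final | read-out basis = percent inhibition of probe binding, normalized to plate controls | schedule = Enzyme–compound pre-incubation 45 min, then probe 60 min, both 25 °C | detection = fluorescence polarization, excitation 525 nm, emission 598 nm, BODIPY TMR filters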
TDP2 absorb – TDP2 (human) inhibition, absorbance primary screen; recombinant TDP2, T5PNP hydrolysis, p-nitrophenol absorbance 415 nm; 370,000 compounds, 0.34% hits; O95551; inhibition, % at 12.8 µM;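 active = inhibition above the mean of all tested compounds plus 3 SD, set per campaign, cut at about 25% in these data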;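 note: 0% = DMSO with enzyme and 100% = buffer with substrate but no TDP2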
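Incubation: 2 h at 37 °C; Test system: recombinant human TDP2; Quantity: enzyme 120 nM; Read-out basis: percent inhibition; Medium: 50 mM Tris-HCl pH 7.5 with Mg2+, KCl, DTT, BSA; Repeats: single replicate; Compound: 12.8 µM single point, 1% DMSO; Signal: epi absorbance; Reagent: 5 mM T5PNP chromogenic substrate; Benchmarks: no-enzyme high, DMSO-plus-enzyme low.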
rCAG RNA binder – binds r(CAG) RNA repeats; r(CAG) RNA repeat, TO-PRO-1 dye displacement fluorescence; inhibition, % at 3 µM; 370,000 compounds, 1.3% hits;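 active = inhibition above the plate cutoff, the mean of all test compounds on that plate plus 3 SD, cut at about 35% in these data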;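 note: 0% = DMSO alone and 100% = 100 µM mitoxantrone as full dye displacement; higher means more dye released from RNA so lower well fluorescence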
SIAE inh – inhibitors of human sialic acid acetylesterase SIAE | SIAE FP-Rh probe binding, fluorescence polarization | AID 1053197 | inhibition, % at 9.66 µM | Q9HAT2 | 370,000 compounds, 0.69% hits;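 active = inhibition above a cutoff: mean of compounds within the control limits plus 3 SD of those, cut at about 17% in these data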;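 note: 0% = plate median of compound wells and 100% = probe without SIAE protein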
Target sequence (Q9HAT2 whole entry, looked up): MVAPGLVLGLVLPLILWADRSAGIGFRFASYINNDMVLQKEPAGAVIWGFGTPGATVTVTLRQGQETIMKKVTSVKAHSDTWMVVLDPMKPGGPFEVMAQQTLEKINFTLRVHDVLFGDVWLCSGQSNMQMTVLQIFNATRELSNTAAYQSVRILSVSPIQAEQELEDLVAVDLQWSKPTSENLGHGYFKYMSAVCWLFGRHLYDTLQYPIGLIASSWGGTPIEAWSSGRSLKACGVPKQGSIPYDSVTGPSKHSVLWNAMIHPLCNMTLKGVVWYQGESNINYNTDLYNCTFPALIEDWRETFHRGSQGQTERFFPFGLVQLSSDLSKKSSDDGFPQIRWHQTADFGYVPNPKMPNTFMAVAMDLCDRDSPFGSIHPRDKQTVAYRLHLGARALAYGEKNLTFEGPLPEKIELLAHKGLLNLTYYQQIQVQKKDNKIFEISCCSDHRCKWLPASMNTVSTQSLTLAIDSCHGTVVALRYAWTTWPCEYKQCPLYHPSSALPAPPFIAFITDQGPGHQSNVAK
PG9 binder – binds the HIV-1 gp120 antibody PG9; TR-FRET gp120-PG9 antibody binding; inhibition, % at 6.7 µM; 360,000 compounds, 0.43% hits; AID 624416; in the data active = inhibition above about 8.5%
Active calls of the source: *. The list is partial; the hit share may differ from the screen's.

For CCCCn1c(O)c(/C=C2\C=NN=C2c2ccccc2)sc1=S the results were PRMT1 FP inh 0, TCR-CD3 inh 8, Rev-erbA mod -1, HTRA1 inh -20, LEDGF integ inh -3, mABHD4 FP -11, TDP2 absorb 2, rCAG RNA binder 3, SIAE inh -2 and PG9 binder -0.7.
Screening CCOc1cc(N2CCOCC2)c(OCC)cc1NC(=O)Cn1[nH]c(=O)c2ccccc2c1=O returned PRMT1 FP inh -3, TCR-CD3 inh 0, Rev-erbA mod -5, HTRA1 inh -1, LEDGF integ inh 0, mABHD4 FP -3, TDP2 absorb 6, rCAG RNA binder 1, SIAE inh 10 and PG9 binder 1.2.
For Nc1ccc2nc3c(c(Cl)c2c1)CCCC3 the results were PRMT1 FP inh 3, TCR-CD3 inh 2, Rev-erbA mod -3, HTRA1 inh 6, LEDGF integ inh -5, mABHD4 FP 13, TDP2 absorb -7, rCAG RNA binder 2, SIAE inh 12 and PG9 binder -0.1.
O=C(CC[C@H]1O[C@@H](n2ccc(=O)[nH]c2=O)[C@H](O)[C@@H]1O)N1CCN(Cc2cccc3ccccc23)CC1 was read as PRMT1 FP inh 4, TCR-CD3 inh 4, Rev-erbA mod -3, LEDGF integ inh 1, mABHD4 FP 9, TDP2 absorb 14, rCAG RNA binder 3, SIAE inh 6 and PG9 binder -0.8.
Screening CCCCCC(=O)N1C[C@@H](n2cc(COC(=O)c3ccccc3)nn2)[C@H](O)C[C@@H]1c1ccc(C)cc1 returned PRMT1 FP inh 5, TCR-CD3 inh 6, Rev-erbA mod -1, HTRA1 inh -9, LEDGF integ inh 0, mABHD4 FP 0, TDP2 absorb -2, rCAG RNA binder 1, SIAE inh 7 and PG9 binder -0.3.
CC(C)(C)OC(=O)C[C@H]1C/C=C\C[C@@H](CC(=O)N(CCO)Cc2ccccc2)C(=O)N[C@H](Cc2ccccc2)COC1=O was read as PRMT1 FP inh 6, TCR-CD3 inh -6, Rev-erbA mod 2, HTRA1 inh -7, LEDGF integ inh -3, mABHD4 FP -15, TDP2 absorb -7, rCAG RNA binder 0, SIAE inh -4 and PG9 binder 1.1.
`C[C@H](NC(=O)c1[nH]cnc1C(=O)Nc1cccc(Cl)c1)c1ccccc1` gave PRMT1 FP inh 1, TCR-CD3 inh 0, Rev-erbA mod 2, HTRA1 inh -34, LEDGF integ inh -1, mABHD4 FP -7, TDP2 absorb 1, rCAG RNA binder 7, SIAE inh -15 and PG9 binder -1.3.
For O=C(/C=C/c1ccc(F)cc1)NCCC1=CCCCC1 the results were PRMT1 FP inh 0, TCR-CD3 inh 3, Rev-erbA mod 4, HTRA1 inh -16, LEDGF integ inh 3, mABHD4 FP -12, TDP2 absorb -1, rCAG RNA binder -1, SIAE inh 0 and PG9 binder 2.6.
Screening COC(=O)[C@@]12CCCCN1[C@H](c1ccc(-c3ccc(OC)cc3)cc1)[C@@H]1C(=O)N(C)C(=O)[C@@H]12 returned PRMT1 FP inh 0, TCR-CD3 inh 5, Rev-erbA mod 0, HTRA1 inh -2, LEDGF integ inh 2, mABHD4 FP 3, TDP2 absorb 5, rCAG RNA binder 2, SIAE inh -9 and PG9 binder -0.6.
CC1(C(=O)NC(=S)NNC(=O)c2ccncc2)CCCCC1 was read as PRMT1 FP inh -3, TCR-CD3 inh -2, Rev-erbA mod 7, HTRA1 inh 17, LEDGF integ inh -6, mABHD4 FP 6, TDP2 absorb -4, rCAG RNA binder 2, SIAE inh 8 and PG9 binder -0.5.
`CCOc1ccc(S(=O)(=O)c2c(C(=O)c3ccccc3)cnc3cc4c(cc23)OCCO4)cc1` gave PRMT1 FP inh 3, TCR-CD3 inh -3, Rev-erbA mod 1, HTRA1 inh -22, LEDGF integ inh -1, mABHD4 FP 7, TDP2 absorb -1, rCAG RNA binder 13, SIAE inh -6 and PG9 binder 0.6.
O=C(NC1CCCCN(Cc2ccc(Cl)cc2)C1=O)c1ccc(Br)cc1 (stereo unspecified) was read as PRMT1 FP inh -6, Rev-erbA mod 5, LEDGF integ inh 2, mABHD4 FP -7, TDP2 absorb 0, rCAG RNA binder 2 and SIAE inh -3.
`CCCCn1c(SCn2nnc3ccccc3c2=O)nc2cc(S(N)(=O)=O)ccc21` gave PRMT1 FP inh 0, TCR-CD3 inh 2, Rev-erbA mod 0, HTRA1 inh -9, LEDGF integ inh 1, mABHD4 FP -9, TDP2 absorb -3, rCAG RNA binder 5, SIAE inh -2 and PG9 binder -0.1.
CCC1(O)C(=O)OCc2c1cc1n(c2=O)Cc2cc3c(N)cccc3nc2-1 (stereo unspecified) was read as PRMT1 FP inh 1, TCR-CD3 inh 3, Rev-erbA mod 2, HTRA1 inh 5, LEDGF integ inh 6, mABHD4 FP 9, TDP2 absorb -9, rCAG RNA binder 8, SIAE inh -1 and PG9 binder -17.
`COC(=O)c1sc(-c2ccc(C(C)(C)C)cc2)cc1NC(=O)CSCC(=O)O` gave PRMT1 FP inh 3, TCR-CD3 inh -3, Rev-erbA mod -3, HTRA1 inh -69, LEDGF integ inh -4, mABHD4 FP -30, TDP2 absorb -3, rCAG RNA binder 62*, SIAE inh -23 and PG9 binder -0.4.
Screening CCCCN1C[C@H](Cc2ccccc2)[C@@H](CC(=O)Nc2ccccc2)C1=O returned PRMT1 FP inh 1, TCR-CD3 inh -5, Rev-erbA mod -3, HTRA1 inh -14, LEDGF integ inh 0, mABHD4 FP 0, TDP2 absorb -1, rCAG RNA binder -5, SIAE inh 1 and PG9 binder -2.4.
Screening COc1ccc(S[C@]2(C(=O)N3CCOCC3)CC(=O)N(c3ccccc3)[C@@H]2c2ccc(OC)cc2)cc1 returned PRMT1 FP inh 6, Rev-erbA mod 1, LEDGF integ inh 1, mABHD4 FP 5, TDP2 absorb -7, rCAG RNA binder 5 and SIAE inh 1.
Screening CN(C)c1ccc(Nc2c3c4c(cccc4n(C)c2=O)C(=O)c2ccccc2-3)cc1 returned PRMT1 FP inh 56*, TCR-CD3 inh 2, Rev-erbA mod 12, HTRA1 inh 18, LEDGF integ inh 2, mABHD4 FP 15, TDP2 absorb -17, rCAG RNA binder 0, SIAE inh 6 and PG9 binder -1.9.
Cc1ccccc1CNC(=O)CCn1nc(C)c2c(C)n(-c3ccccc3)nc2c1=O was read as PRMT1 FP inh -4, TCR-CD3 inh 7, Rev-erbA mod -2, HTRA1 inh 3, LEDGF integ inh 1, mABHD4 FP 0, TDP2 absorb 1, rCAG RNA binder -6, SIAE inh -5 and PG9 binder -0.4.
For Cc1nccn1CCOc1ccccc1Cl the results were PRMT1 FP inh -3, TCR-CD3 inh 5, Rev-erbA mod 0, HTRA1 inh -13, LEDGF integ inh 6, mABHD4 FP -10, TDP2 absorb -13, rCAG RNA binder -1, SIAE inh -2 and PG9 binder 0.3.

Structural class, the compounds so far containing an aryl methoxy group
Screening COC(=O)[C@@]12CCCCN1[C@H](c1ccc(-c3ccc(OC)cc3)cc1)[C@@H]1C(=O)N(C)C(=O)[C@@H]12 returned PRMT1 FP inh 0, TCR-CD3 inh 5, Rev-erbA mod 0, HTRA1 inh -2, LEDGF integ inh 2, mABHD4 FP 3, TDP2 absorb 5, rCAG RNA binder 2, SIAE inh -9 and PG9 binder -0.6.
Screening COc1ccc(S[C@]2(C(=O)N3CCOCC3)CC(=O)N(c3ccccc3)[C@@H]2c2ccc(OC)cc2)cc1 returned PRMT1 FP inh 6, Rev-erbA mod 1, LEDGF integ inh 1, mABHD4 FP 5, TDP2 absorb -7, rCAG RNA binder 5 and SIAE inh 1.

Next entries follow.
`O=C(NC1(C(F)(F)F)NC(=O)N(C2CCCCC2)C1=O)C1CC1` (stereo unspecified) gave PRMT1 FP inh -3, TCR-CD3 inh 5, Rev-erbA mod 0, HTRA1 inh 6, LEDGF integ inh -2, mABHD4 FP -2, TDP2 absorb 6, rCAG RNA binder -1, SIAE inh 3 and PG9 binder 0.6.
`O=C(CSc1nc(O)c(Cc2ccccc2)c(=O)[nH]1)N1CCOCC1` gave PRMT1 FP inh -3, TCR-CD3 inh 7, Rev-erbA mod -5, HTRA1 inh 8, LEDGF integ inh 0, mABHD4 FP -6, TDP2 absorb 13, rCAG RNA binder 3, SIAE inh 0 and PG9 binder -0.8.
O=C(O)c1[nH]c2ccc(Cl)cc2c1CC(=O)N1CCN(c2ccccc2)CC1 was read as PRMT1 FP inh 2, TCR-CD3 inh 0, Rev-erbA mod -7, HTRA1 inh -8, LEDGF integ inh -5, mABHD4 FP 1, TDP2 absorb -3, rCAG RNA binder 41*, SIAE inh 0 and PG9 binder 0.5.
For O=C(CSc1nnnn1C1CCCCC1)Nc1ccc(F)cc1 the results were PRMT1 FP inh -1, TCR-CD3 inh 0, Rev-erbA mod 5, HTRA1 inh -6, LEDGF integ inh 3, mABHD4 FP -1, TDP2 absorb 3, rCAG RNA binder 2, SIAE inh 1 and PG9 binder 0.1.
`O=C(O)COc1ccc(/C=C/c2nc(-c3ccccc3O)n[nH]2)cc1` gave PRMT1 FP inh 4, TCR-CD3 inh 11, Rev-erbA mod -3, HTRA1 inh -10, LEDGF integ inh 1, mABHD4 FP -7, TDP2 absorb 6, rCAG RNA binder 22, SIAE inh -13 and PG9 binder -1.5.
`COc1ccccc1C(=O)NNC(=O)c1ccccc1[N+](=O)[O-]` gave PRMT1 FP inh 4, TCR-CD3 inh -4, Rev-erbA mod 0, HTRA1 inh 5, LEDGF integ inh -2, mABHD4 FP 8, TDP2 absorb -4, rCAG RNA binder 6, SIAE inh 1 and PG9 binder -1.3.
`CCn1c(=N)n(CCOc2ccc(OC)cc2)c2ccccc21` gave PRMT1 FP inh -2, TCR-CD3 inh 8, Rev-erbA mod 7, HTRA1 inh 6, LEDGF integ inh -4, mABHD4 FP 2, TDP2 absorb 13, rCAG RNA binder 4, SIAE inh -2 and PG9 binder 0.1.
COC(=O)CCN(C(=O)C12CC3CC(CC(C3)C1)C2)c1ccccn1 was read as PRMT1 FP inh -1, TCR-CD3 inh 11, Rev-erbA mod 0, HTRA1 inh -4, LEDGF integ inh 0, mABHD4 FP 5, TDP2 absorb 2, rCAG RNA binder -5, SIAE inh -5 and PG9 binder 1.0.
